Bioassay records: PubChem BioAssay, several laboratories
P. falciparum M1AAP = P. falciparum M1AAP inhibitors, biochemical, fluorogenic H-Leu-NHMec substrate, 1536-well (AID 1445) | recombinant M1AAP, H-Leu-NHMec fluorogenic kinetic assay; higher % means a stronger effect | inhibition, % at 30 µM; hits with a dose series show IC50 in µM | 220,000 tested, 0.42% active;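 active means primary inhibition above the hit cutoff, then over 50% inhibition at one or more dose response concentrations, cut at about 23% in these data, passing the limit was not always enough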;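 further: plate controls were DMSO full reaction for no effect and no enzyme background for full effect; strong numbers were not always called active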
PhoP inhibition = PhoP-dependent GFP reporter repression – Salmonella Typhimurium, primary screen (AID 1863); 300,000 tested, 0.16% active; inhibition, % at 50 µM, or IC50 in µM where a hit was titrated; S. Typhimurium PhoP-regulated promoter GFP reporter, 4 h; higher % means a stronger effect;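 active means inhibition over 29.93%, a cutoff 3 SD above the screen mean, later confirmed by dose response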;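 further: 0% = low Mg2+ inducing control and 100% = high Mg2+ repressing control; strong numbers were not always called active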
M17LAP inhibition = P. falciparum M17LAP inhibitors, primary screen, biochemical, fluorogenic H-Leu-NHMec substrate, 1536-well (AID 1619); recombinant M17LAP, H-Leu-NHMec fluorogenic kinetic assay; higher % means a stronger effect; 220,000 tested, 0.38% active; inhibition, % at 30 µM, or IC50 in µM where a hit was titrated;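 active means compound inhibiting the enzyme by more than half at any dose during confirmatory dose-response retesting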;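 further: plate controls were full reaction with DMSO carrier for no effect and no enzyme background for full effect; strong numbers were not always called active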
PMI inhibition = MPI inhibition at elevated mannose 6-phosphate – biochemical, fluorescence intensity, high mannose 6-phosphate, primary screen (AID 1220); inhibition, % at 20 µM, or IC50 in µM where a hit was titrated; 190,000 tested, 0.66% active; recombinant PMI enzyme, coupled fluorescence intensity; higher % means a stronger effect; in the data active means inhibition above about 50%
CSM14.1 death rescue = protection against thapsigargin-triggered cell killing – 384-well, CSM14.1, ATP luminescence, primary screen (AID 1222); CSM14.1 thapsigargin-induced death rescue, ATP luminescence; higher % means a stronger effect; one-dose cellular ATP content (survival), % at 20 µM; EC50 in µM for titrated hits; 190,000 tested, under 10 active;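 active means EC50 below 50 µM in the dose-response confirmation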;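 further: death triggered by thapsigargin at about 15 µM added after 2 h compound pretreatment; cell ATP read after overnight thapsigargin exposure of roughly 18 to 22 hours; normalized against plate controls of thapsigargin alone and 5% DMSO vehicle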
Yfh1-off respiration = mitochondrial function rescue without frataxin homolog – Friedreich's ataxia, plus single-dose screen, dose response (AID 1465) | fold induction at 50 µM; hits with a dose series show EC50 in µM | S. cerevisiae Yfh1-off respiration, WST-1 reduction, 72 h; higher fold induction means a stronger effect | 220,000 tested, 0.074% active;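 active means fold induction of absorbance versus untreated yeast above a set limit, then at least 30% activation at any dose in follow-up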;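 further: activators that raise dye reduction in frataxin-depleted yeast; strong numbers were not always called active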
Siah-1 displacement = blockers of Siah-1 interaction with plectin peptide – biochemical, fluorescence polarization, rhodamine-plectin, uHTS, primary screen (AID 1817) | Siah-1 / rhodamine-plectin peptide fluorescence polarization; higher % means a stronger effect | displacement, % at 20 µM; hits with a dose series show IC50 in µM | 290,000 tested, 0.02% active;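 active means displacement of at least 50% at 20 µM, with a fluorescence ratio check between 0.3 and a set limit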;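 further: plate controls were Siah plus tracer with DMSO for no effect and tracer alone without Siah for full effect; strong numbers were not always called active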
West Nile antiviral = West Nile virus antiviral activity, cell-based, CPE readout (AID 1621). CPE inhibition, % at 10 µM, or IC50 in µM where a hit was titrated. 290,000 tested, 0.02% active. West Nile virus-infected cells, CPE inhibition; higher % means a stronger effect; in the data active means a potency from the dose series; further: strong numbers were not always called active
XIAP antagonists = XIAP antagonists, biochemical, IAP family, fluorescence polarization (AID 1018). 200,000 tested, 0.007% active. XIAP BIR domain, fluorescence polarization peptide displacement; higher % means a stronger effect. one-dose displacement, % at 20 µM; IC50 in µM for titrated hits; in the data active means displacement above about 50%; further: a part of the inactive calls stands beside numbers as strong as those of hits
The depositor's hits bear a star; i = inactive; / = not tested or not shown.

SMILES	P. falciparum M1AAP	PhoP inhibition	M17LAP inhibition	PMI inhibition	CSM14.1 death rescue	Yfh1-off respiration	Siah-1 displacement	West Nile antiviral	XIAP antagonists
CN(CC1COc2ccccc2O1)C(=S)Nc1ccccc1F (stereo unspecified)	-0.8%	9.4%	4.4%	0.5%	1.1%	i	-1.4%	-0.6%	-2.0%
CC(C)(C)OC(=O)N/N=C/c1ccc(Br)cc1	8.8%	10.9%	6.4%	0.3%	-1.2%	i	0.1%	0.4%	-5.1%
CCn1nnc(-c2ccccc2NC(=O)c2cc(OC)cc(OC)c2)n1	-2.2%	-5.6%	-4.7%	6.8%	2.9%	i	5.9%	-0.3%	-4.3%
O=C(NCCCN1CCCC1=O)c1nnc(Cc2c(F)cccc2Cl)o1	-2.7%	0.8%	1.4%	12.2%	-2.5%	i	15.1%	-0.3%	-3.1%
CCCCc1ccc(-c2nc(-c3ccncc3)no2)cc1	4.8%	-7.5%	12.9%	14.9%	1.1%	i	-1.9%	-0.6%	0.1%
CC(C)NC(=O)CCS(=O)(=O)c1cccc2nonc12	-3.6%	-2.0%	-0.9%	-6.2%	-1.2%	i	-4.8%	0.4%	-6.1%
CC(C)(C)C(=O)Cn1c(=O)n(-c2ccc(F)cc2F)c(=O)c2sccc21	2.0%	-4.3%	-4.8%	8.5%	-0.2%	i	1.2%	-0.3%	-6.0%
Cc1ccccc1NC(=O)CSc1nc2n(n1)CCCCC2	2.5%	-7.5%	-8.0%	-6.5%	-0.1%	i	2.5%	1.8%	-12.0%
COc1cc(C)c(Br)cc1S(=O)(=O)N1CCCC1	-2.5%	7.5%	-0.9%	2.8%	-3.5%	i	-1.9%	0.0%	-0.8%
CC1(C)C2CCC1(C)C(NC(=O)/C=C/c1ccccc1)C2 (stereo unspecified)	-2.5%	-4.5%	2.2%	-10.2%	-0.2%	i	-5.8%	0.3%	-1.4%
Cc1ccc(-n2cc(-c3ccccc3)c3c(N4CCN(C)CC4)ncnc32)cc1	5.3%	6.9%	0.5%	-0.3%	-2.1%	i	-5.2%	0.4%	-3.0%
COc1cc2c(cc1OC)C1=CC(=O)C(=O)N1C(C)(C)C2	1.6%	0.0%	-4.3%	15.7%	-0.6%	i	1.0%	0.4%	-3.2%
O=C1C=C(NCc2ccccc2)CCC1	8.4%	-3.3%	4.8%	8.3%	1.5%	i	1.1%	-0.1%	1.6%
O=[N+]([O-])c1ccccc1/C=C/C=N/n1c(-c2cc(-c3ccccc3)n[nH]2)n[nH]c1=S	7.6%	-12.7%	0.9%	/	/	i	24.3%	-0.5%	/
CCCn1nnc(NC(=O)c2ccccc2Cl)n1	10.9%	8.1%	0.0%	-3.8%	-5.8%	i	-1.3%	-0.3%	-3.7%
CCN(CC)S(=O)(=O)c1ccc(-c2nnc(SCC(=O)Nc3cc(OC)cc(OC)c3)o2)cc1	10.2%	-5.8%	-8.5%	-2.7%	1.4%	i	0.0%	-0.4%	-5.6%
CC1CCCC(C)N1C(=S)NCc1ccco1 (stereo unspecified)	8.8%	-12.3%	23.9%	/	/	i	-2.7%	0.0%	/
COCCn1c(SCC(=O)NCc2cccs2)nnc1-c1ccc(OC)cc1	0.5%	-8.8%	5.7%	4.2%	3.4%	i	-2.3%	-0.4%	-6.0%
Cc1onc(-c2ccccc2Cl)c1C(=O)OCN1C(=O)c2ccccc2C1=O	1.7%	-8.1%	3.0%	11.7%	0.0%	i	1.2%	0.4%	-0.3%
C#CCNC(=O)C1=C[C@@H](c2ccc(Br)cc2)[C@H](CCCO)[C@@H](OCC)O1	1.1%	-9.0%	2.4%	-6.5%	3.9%	i	2.2%	-0.6%	-2.2%
CC(O)c1nc2ccccc2n1CC(=O)Nc1ccc(F)cc1Cl (stereo unspecified)	1.2%	-4.6%	2.8%	-1.4%	/	i	0.3%	-0.4%	-3.9%
N/C(Cc1ccc(Cl)cc1Cl)=N\OC(=O)c1ccccc1	0.0%	-2.2%	0.7%	3.7%	-2.7%	i	14.1%	-0.7%	-5.7%
O=C(c1cc(C2CC2)nc2ccccc12)N1N=C(C(F)F)CC1(O)C(F)F (stereo unspecified)	5.1%	1.9%	9.9%	-0.8%	5.0%	i	-0.6%	1.8%	-3.3%
O=C(CCC1CCCCC1)Nc1ccccc1C(=O)N1CCOCC1	-0.1%	-3.0%	-5.7%	6.9%	2.5%	i	-0.2%	-0.4%	-1.2%
CC(/C=C/c1ccccc1)=N/NC(=O)c1cccc(Br)c1	8.5%	-11.6%	-1.5%	6.2%	-0.4%	i	3.4%	-1.3%	-3.8%

Next part:
SMILES	P. falciparum M1AAP	PhoP inhibition	M17LAP inhibition	PMI inhibition	CSM14.1 death rescue	Yfh1-off respiration	Siah-1 displacement	West Nile antiviral	XIAP antagonists
CCC(Cc1ccccc1)NC(=O)CSc1ccsc1[N+](=O)[O-] (stereo unspecified)	3.4%	-5.8%	-1.1%	-8.7%	-1.5%	i	1.1%	-0.2%	-6.2%
Cc1nc2c(C(=O)NCCC(C)C)c[nH]n2c(=O)c1Cc1ccccc1F	-2.5%	28.9%	-3.5%	9.3%	-1.4%	i	3.6%	1.4%	-3.3%
COc1ccc(CCn2c(NN)nc3c2c(=O)[nH]c(=O)n3C)cc1	2.5%	-15.4%	-4.3%	/	/	i	-3.3%	0.9%	/
CC1(C)CC(O)(CNCc2ccc3c(c2)OCO3)CCO1 (stereo unspecified)	7.1%	-0.8%	-4.5%	-3.0%	-0.9%	i	-3.8%	0.3%	-6.3%
CC(=O)c1c(C)n(-c2ccc(N(C)C)cc2)c2ccc(OCC(N)=O)cc12	1.4%	25.5%	-4.1%	4.5%	-3.7%	i	-4.1%	-0.2%	-4.4%
CC(=O)CSc1nnc(-c2cnccn2)n1-c1ccccc1	2.5%	-8.9%	-6.1%	6.3%	-2.5%	/	13.2%	/	-9.0%
Cc1ccc(S(=O)(=O)N2CCCCC2)cc1NC(=O)c1ccccn1	8.0%	-2.7%	13.8%	/	/	i	1.3%	-0.1%	/
NNC(=O)c1ccc(Cn2cc(Br)cn2)cc1	11.3%	-18.9%	-6.7%	-9.1%	0.4%	i	1.4%	-1.1%	-0.3%
COC(=O)CCCC(=O)N1CCCC(CNS(=O)(=O)c2ccc(OC)cc2)C1 (stereo unspecified)	-1.8%	4.5%	18.6%	13.5%	-0.2%	i	0.8%	-0.2%	-19.9%
CCn1c(=O)c(=O)n(CC)c2cc(S(=O)(=O)Nc3ccc(C)cc3)ccc21	1.1%	-6.8%	15.8%	/	/	i	0.5%	0.1%	/
COc1cc(/C=N/NC(=O)CC#N)cc(Br)c1O	8.3%	-0.7%	16.7%	7.5%	0.0%	i	6.1%	-0.2%	-9.3%
Cc1ccc(-c2nnn(CC(=O)N(CCN3CCOCC3)C(C(=O)NC3CCCC3)c3ccncc3)n2)o1 (stereo unspecified)	9.9%	3.6%	11.6%	/	-1.0%	i	-0.4%	-0.9%	-0.3%
O=C(O)CSc1ncccn1	-0.2%	7.0%	-0.3%	-8.8%	-0.2%	i	1.7%	0.0%	-1.2%
CCc1nnc(NC(=O)C2CCC(CNc3c(N4CCC(C)CC4)c(=O)c3=O)CC2)s1 (stereo unspecified)	7.4%	-3.3%	1.6%	/	/	i	6.0%	0.4%	/
Cc1cc(S(=O)(=O)N2CCCC2)ccc1OCC(=O)N1CCOCC1	5.1%	-1.1%	-6.2%	2.5%	/	i	-1.0%	0.1%	-7.0%
C=CCNC(=O)c1ccc(C)cc1Cl	-2.8%	13.3%	-9.4%	-7.0%	-0.4%	i	3.9%	-0.2%	-4.0%
O=C(O)c1[nH]c2ccc(Br)cc2c1CCN1C(=O)c2cccc([N+](=O)[O-])c2C1=O	6.5%	-9.2%	0.3%	/	/	i	5.5%	-0.1%	/
Cc1ccc(NC(=O)/C=C/c2ccc([N+](=O)[O-])s2)c(C)c1	-1.0%	21.4%	-1.6%	4.4%	5.3%	i	-1.4%	0.6%	-7.2%
CCOC(=O)c1nnn(-c2nonc2N)c1-c1ccc(C)cc1	1.7%	-4.6%	0.5%	3.0%	3.3%	i	2.2%	-0.1%	-0.5%
N#Cc1cc2ccccc2nc1N	6.6%	6.3%	0.6%	5.2%	0.4%	i	4.9%	-0.1%	-10.5%
Cc1c(Cl)cccc1NC(=O)Cc1ccc([N+](=O)[O-])cc1	10.5%	-6.1%	-4.5%	2.6%	-2.1%	i	-2.2%	-0.6%	-10.9%
CC(C)CCN(C(=O)COc1ccc(C#N)cc1)c1c(N)n(Cc2ccccc2)c(=O)[nH]c1=O	12.1%	-0.8%	1.3%	-3.3%	-1.1%	i	11.7%	-0.4%	1.6%
Cc1ccc(-c2nc(N)n(C(=O)c3cccnc3)n2)cc1	7.6%	15.4%	5.3%	6.2%	/	i	2.5%	0.7%	-3.0%
CC(C)C[C@@H](CSc1ccc(Br)cc1)N1CCN(CCc2ccccc2)CCC1=O	0.4%	-2.4%	5.3%	/	/	i	4.4%	-1.1%	/
CCOCCCNC(=O)C(c1ccc(Cl)cc1)N1CCN(c2ccccc2)CC1 (stereo unspecified)	6.6%	-4.1%	6.5%	20.8%	-0.3%	i	3.0%	0.2%	-3.3%

(cont.)
SMILES	P. falciparum M1AAP	PhoP inhibition	M17LAP inhibition	PMI inhibition	CSM14.1 death rescue	Yfh1-off respiration	Siah-1 displacement	West Nile antiviral	XIAP antagonists
Cc1ccc(S(=O)(=O)N(C)c2ccc(C)c([N+](=O)[O-])c2)cc1	5.4%	8.3%	7.7%	-8.9%	-1.2%	i	-0.3%	/	-3.3%
Cc1ccc(N(C(C)C(=O)O)S(=O)(=O)c2cccnc2)cc1 (stereo unspecified)	0.1%	-2.1%	-4.1%	-6.2%	-1.1%	i	10.1%	-0.5%	-2.6%
Cc1ccc(S(=O)(=O)Nc2cccc(/C=C/C(=O)O)c2)cc1	2.9%	-14.6%	0.3%	-2.3%	-1.9%	i	1.6%	0.0%	-3.4%
O=C(O)CCCNC(=O)c1cncc(Br)c1	-3.2%	-5.3%	2.5%	2.9%	1.2%	/	2.9%	/	/
Cc1c(C(=O)N(Cc2cccs2)C2CCS(=O)(=O)C2)oc2ccccc12 (stereo unspecified)	-0.9%	2.8%	0.3%	-3.6%	-1.2%	i	4.2%	-0.4%	-3.0%
CCn1c(/C=C/N(C(C)=O)c2ccccc2)[n+](CC)c2ccc(Cl)cc21	13.1%	-22.0%	14.9%	-2.1%	-2.1%	i	6.7%	0.6%	1.1%

Copied from the list.
Value for CCn1c(/C=C/N(C(C)=O)c2ccccc2)[n+](CC)c2ccc(Cl)cc21 in Siah-1 displacement: 6.7%
Value for Cc1ccc(S(=O)(=O)Nc2cccc(/C=C/C(=O)O)c2)cc1 in PhoP inhibition: -14.6%
Value for Cc1ccc(S(=O)(=O)N(C)c2ccc(C)c([N+](=O)[O-])c2)cc1 in XIAP antagonists: -3.3%
